CIT2 TOR yeast: alters CIT2-GFP fluorescence in TOR pathway yeast screen | 320,000 compounds, 0.065% hits | GFP response vs DMSO, % at 10 µM | S. cerevisiae CIT2-GFP strain, flow cytometry, 3 h; 100 means same as DMSO wells | AID 2029;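 active = GFP response relative to DMSO above a set limit, near the screen mean plus 3 SD, cut at about 150% in these data; inconclusive = Fewer than 70 cells measured for a yeast strain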;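 note: ratio of well median GFP fluorescence to mean of DMSO wells on the plate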
LAP4 TOR yeast: alters LAP4-GFP fluorescence in TOR pathway yeast screen. S. cerevisiae LAP4-GFP multiplex, flow cytometry GFP, 3 h; median GFP as percent of DMSO wells. GFP response vs DMSO, % at 10 µM. 320,000 compounds, 0.34% hits. AID 2023;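 active = GFP response vs DMSO above a set limit, about the screen mean plus 3 SD, cut at about 150% in these data; inconclusive = under 70 cell events counted for the yeast strain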
MEP2 TOR yeast: alters MEP2-GFP fluorescence in TOR pathway yeast screen; GFP response vs DMSO, % at 10 µM; S. cerevisiae MEP2-GFP strain, flow cytometry GFP, 3 h; 100% = DMSO control level; 330,000 compounds, 0.51% hits;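 active = GFP response versus DMSO above a set limit, roughly screen mean plus 3 SD, cut at about 180% in these data; inconclusive = fewer than 70 cells counted for a yeast strain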;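 note: median GFP fluorescence of the barcode-gated MEP2-GFP cells per well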
AHR act: activators of human aryl hydrocarbon receptor; P35869; AID 2796; AHR-responsive luciferase reporter cells, luminescence; 320,000 compounds, 2.5% hits; activation, % at 5 µM; in the data active = activation above about 47%;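 note: 0% = vehicle wells and 100% = reference agonist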
AGP1 TOR yeast: yeast TOR pathway AGP1-GFP modulation | AID 2066 | S. cerevisiae AGP1-GFP multiplex flow cytometry, 3 h; GFP as percent of DMSO wells | 320,000 compounds, 0.02% hits | GFP response vs DMSO, % at 10 µM;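 active = GFP response relative to DMSO above a set limit, near screen average plus 3 SD, cut at about 150% in these data; inconclusive = fewer than 70 cells counted for the yeast strain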;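 note: median GFP channel fluorescence of the gated AGP1 strain per well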
proCasp3 act: activates human procaspase-3; 330,000 compounds, 0.11% hits; activation, % at 8.5 µM; recombinant procaspase-3 D3A, Ac-DEVD-pNA absorbance 405 nm;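 active = activation above the mean of all tested compounds plus 3 SD, cut at about 21% in these data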;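 note: 0% = DMSO alone and 100% = DMSO wells spiked with extra 5 µM PC-3 D3A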
Target sequence (P42574 whole entry D9A/D28A/D175A): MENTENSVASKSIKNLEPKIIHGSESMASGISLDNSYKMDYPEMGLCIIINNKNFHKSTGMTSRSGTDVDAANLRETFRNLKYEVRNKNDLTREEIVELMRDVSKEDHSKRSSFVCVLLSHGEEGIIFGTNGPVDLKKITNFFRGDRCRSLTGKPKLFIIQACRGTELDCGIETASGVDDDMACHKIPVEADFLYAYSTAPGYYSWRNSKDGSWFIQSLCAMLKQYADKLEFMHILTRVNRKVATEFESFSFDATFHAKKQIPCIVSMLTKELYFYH
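Assay system – Procaspase-3 D3A mutant, all three cleavage aspartates alanine · Controls – DMSO-only low control, 5 µM PC-3 D3A high control · Schedule – 1 h compound preincubation, 2 h substrate hydrolysis at 25 °C · Signal – 405 nm absorbance of p-nitroaniline, reads at 0 and 120 min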
RPL19A TOR yeast: alters RPL19A-GFP fluorescence in TOR pathway yeast screen; S. cerevisiae RPL19A-GFP strain, flow cytometry, 3 h; stronger effect = lower value; percent response vs DMSO, % at 10 µM; 330,000 compounds, 0.3% hits; AID 2025;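 active = percent response vs DMSO below 50%; inconclusive = fewer than 70 events counted for the yeast strain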;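 note: median channel GFP fluorescence of the barcoded RPL19A-GFP strain; ratio of sample median GFP to plate DMSO average so 100% = DMSO; lower means less RPL19A-GFP as with rapamycin TOR inhibition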
procasp7 counter: counter-screen: procaspase-7 (human) activation | activation, % at 8.5 µM | 330,000 compounds, 0.093% hits | AID 463210 | P55210 | recombinant procaspase-7, Ac-DEVD-pNA absorbance 405 nm; D23A/D198A/D206A triple mutant, cannot self-cleave; scale: DMSO 0, 5 µM enzyme 100;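 active = percent activation above the screen-wide mean plus 3 SD, cut at about 25% in these data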
Target sequence (P55210 whole entry D23A/D198A/D206A): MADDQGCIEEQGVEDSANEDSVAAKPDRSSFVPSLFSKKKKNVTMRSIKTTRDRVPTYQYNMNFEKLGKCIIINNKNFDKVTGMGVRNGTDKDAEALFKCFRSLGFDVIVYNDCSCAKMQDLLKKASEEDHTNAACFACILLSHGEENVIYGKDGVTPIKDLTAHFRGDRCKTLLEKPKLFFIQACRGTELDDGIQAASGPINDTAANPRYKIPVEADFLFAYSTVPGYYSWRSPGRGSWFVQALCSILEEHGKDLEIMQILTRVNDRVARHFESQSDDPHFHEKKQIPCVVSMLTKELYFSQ
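buffer or medium = Zinc-free HEPES/NaCl buffer, pH 7.4 | material = Procaspase-7 triple mutant (PC-7 D3A) | input = 2 µM procaspase-7 mutant as dispensed | signal = Epi-absorbance of released pNA at 405 nm, two timepoints | timing = 1 h preincubation, 2 h reaction | replicates = singlicate compound testing | evaluation = % activation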
* hit, by the source's call; ? = inconclusive; . = no result given; [ ] = another dose, or the depositor's remark. The order is random, and some 3.5% of all compounds hit somewhere here.

SMILES	CIT2 TOR yeast	LAP4 TOR yeast	MEP2 TOR yeast	AHR act	AGP1 TOR yeast	proCasp3 act	RPL19A TOR yeast	procasp7 counter
CCCCOC(=O)C(C#N)c1nc2ccccc2nc1N1CCN(Cc2ccc3c(c2)OCO3)CC1 (configuration not stated)	93.9	97.7	92.4	3.7	.	0.8	96.5	-5.8
CCOC(=O)C1CCN(S(=O)(=O)c2cccc(-c3cn4cc(C)ccc4n3)c2)CC1	?	98.3[may fluoresce violet]	373.1*[may fluoresce violet]	1.8	?	-7.7	46.3*[may fluoresce violet]	2.0
COc1ccccc1Cc1nc(-c2ccc(Br)o2)no1	94.8	102.7	99.0	118.9*	95.8	0.0	93.3	-2.6
COCCSc1nnc(NC(=O)C2CC(=O)N(c3ccccc3)C2)s1 (configuration not stated)	112.2	98.5	104.6	-1.0	104.1	-1.3	103.6	5.3
N#Cc1c(-c2ccccc2)nc(SCC(=O)N2c3ccccc3Sc3ccccc32)[nH]c1=O	78.7	92.7	86.9	2.4	100.2	-5.4	94.6	-5.2
COc1cc(OC)cc(-c2cc3nc(C4CCN(C(=O)OC(C)(C)C)CC4)cc(=O)n3[nH]2)c1	98.6	94.3	97.2	3.6	103.1	3.3	94.9	-5.5
Nc1c(Cl)ncnc1N/N=C/c1cccnc1	113.0	108.0	110.5	33.7	108.7	-10.2	104.5	-11.3
COC(=O)C1=C(C)N(Cc2ccco2)C(=O)/C1=C\c1ccc([N+](=O)[O-])cc1	95.1	140.1	91.5	-0.9	96.1	-4.1	94.5	-13.2
CCC(C)Sc1cccc(-c2nc3ccc(Cl)cn3c2NCc2ccccc2)c1 (configuration not stated)	83.0	123.7	93.7	37.0	85.5	-10.5	100.4	-3.3
CCn1c(/C=C/c2c(C)[nH]c3ccccc23)nc2ccccc2c1=O	107.6	98.2	95.1	64.6*	100.7	-7.4	96.9	-6.1
CCc1noc(C)c1C(=O)Nc1sc(C(=O)N(C)C)c(C)c1C(=O)OC	98.0	97.8	97.3	2.1	101.6	6.4	98.5	17.3
COc1ccc(N2CCN(C(=O)/C=C/c3ccco3)CC2)cc1	97.9	100.8	102.8	-0.2	96.2	-9.0	95.2	7.0
COc1cccc(NC(=O)c2cc3c(=O)n4ccccc4nc3n(CC(C)C)c2=N)c1	109.8	113.6	97.3	5.4	100.3	0.4	98.3	-12.5
Cc1ccc(N2C(=O)CCC(C(=O)O)C2c2cccs2)cc1 (configuration not stated)	102.2	91.7	108.5	0.7	97.0	-4.0	102.2	6.5
Cc1cc(C)n(-c2cc(-n3nc(C)cc3C)ncn2)n1	94.4	105.3	104.6	6.9	99.1	-3.2	96.2	6.1
O=C(CSc1nnc(Cn2c(=O)sc3ccccc32)n1-c1ccccc1)N1CCOCC1	105.7	103.8	104.4	0.7	107.2	8.1	104.8	-7.6
Cc1ccccc1NC(=O)c1nc2nccc(C)n2n1	86.1	91.5	98.0	18.4	88.6	-1.3	95.9	6.4
O=C(COc1ccc2c(c1)OCO2)Nc1cccc(F)c1	99.9	106.9	98.7	12.7	97.2	2.1	102.6	-0.4
Cc1ccc(/C=N/NC(=O)c2c(-c3ccccc3)noc2C)o1	107.7	100.9	103.2	2.1	109.0	5.5	106.3	4.5
CCC(=O)NCCc1nc2ccccc2n1Cc1ccccc1	95.0	88.3	95.9	-1.5	95.0	4.6	97.8	3.7
Fc1ccc(Nc2c(-c3ccco3)nc3ccccn23)cc1	92.5	100.1	108.3	3.5	104.9	4.3	102.8	1.1
Cc1nn(CC(=O)N(C)C)c(=O)c2ccccc12	107.0	99.6	104.3	-0.9	105.4	-7.5	102.0	4.0
Cc1cc([N+](=O)[O-])nn1CCCC(=O)Nc1cc(Oc2ccccc2)cc([N+](=O)[O-])c1	91.9	87.8	82.3	-4.6	88.0	-1.8	97.7	-8.9
COCC1CCCCN1Cc1cn[nH]c1-c1ccc(OC)cc1OC (configuration not stated)	100.0	98.5	96.5	2.5	97.5	2.9	92.2	3.8
O=C(NCCc1ccccc1)C1CCN(S(=O)(=O)c2ccccc2)CC1	.	99.1	103.1	-3.1	102.5	2.0	97.8	0.0
Later entries
SMILES	CIT2 TOR yeast	LAP4 TOR yeast	MEP2 TOR yeast	AHR act	AGP1 TOR yeast	proCasp3 act	RPL19A TOR yeast	procasp7 counter
C=Cc1cccc(NC(=O)c2ccc(NC(=O)c3ccco3)cc2)c1	92.2	118.6	99.7	1.5	94.4	-1.3	101.3	6.3
COc1ccc(C2c3c(ncn(CCCO)c3=N)Oc3ccc4ccccc4c32)cc1OC (configuration not stated)	98.6	110.5	103.0	4.8	107.7	4.9	100.5	-11.1
COc1ccc(N(Cc2ccc(N(C)C)cc2)C(=O)c2ccc(S(C)(=O)=O)cc2)cc1	108.4	94.0	106.4	-2.9	104.0	-2.3	107.6	1.6
CCOC(=O)Nc1sc(C)nc1-c1ccccc1	103.0	109.1	102.9	1.4	100.7	-2.8	111.8	-4.5
Cc1ccc(CCS(=O)(=O)c2ccc(C(C)(C)C)cc2)cn1	96.7	92.3	98.3	1.8	97.1	5.7	99.5	-6.8
C/C(=N\Nc1nc(Cl)c(Cl)cc1Cl)c1ccc(S(=O)(=O)NCc2ccco2)cc1	103.4	95.8	109.8	49.0*	102.7	1.5	106.0	-2.8
COc1ccc(OC)c(-c2c3cc(O)c(=O)cc-3oc3cc(O)c(O)cc23)c1	112.3	107.0	111.4	1.4	105.0	-12.6	103.5	-15.8
COc1ccc(NC(=O)N(CCc2ccccc2)Cc2cc3c(C)cc(C)cc3[nH]c2=O)cc1	90.3	100.0	93.9	43.6	95.0	-9.3	95.7	1.0
CCn1nnnc1SCC(=O)Nc1nc2ccc(OC)cc2s1	104.5	97.7	98.3	9.9	99.7	3.9	99.2	7.1
CCn1c(=O)c([N+](=O)[O-])c(Cl)c2ccccc21	90.3	103.5	94.8	-0.4	76.3	-4.4	62.2	3.0
Cc1ccc(S(=O)(=O)NCCC(=O)Nc2ncccc2O)cc1C	96.4	102.6	98.9	2.0	106.1	11.1	98.0	3.8
COc1ccc(C(C)C)cc1S(=O)(=O)N1CCN(C)CC1	103.2	102.3	104.1	3.2	97.7	10.9	103.3	-3.8
Cc1cc(C(=O)N/N=C/c2cc(Br)cc(Br)c2OC(=O)c2cccc(F)c2)n[nH]1	96.2	104.2	93.2	29.7	104.9	13.2	100.8	1.5
Cc1ccc(/C=C2\SC(=S)N(CC3CCCO3)C2=O)o1 (configuration not stated)	112.6	171.4*	108.1	-2.8	107.8	-9.2	102.0	-6.6
Cc1ccc(C)n1-c1ccc(C(=O)NC2CCN(Cc3ccccc3)CC2)cc1	98.0	88.6	99.5	-0.9	89.5	5.6	94.8	2.1
CS(=O)(=O)NCCSCc1ccco1	102.0	103.1	102.5	-1.3	104.5	1.4	100.2	-16.6
COc1ccc2c(c1)sc(=N)n2CC(=O)Nc1cc(C)cc(C)c1	101.5	101.2	99.0	2.5	105.7	-13.2	98.9	-3.1
O=C(CSc1nc2ncccc2[nH]1)NCc1ccco1	115.6	120.3	122.0	0.0	116.8	-9.7	111.2	-16.5
O=C(CN1CCOCC1)N1CCN(S(=O)(=O)c2ccccc2)C1c1ccccc1 (configuration not stated)	96.8	85.8	94.0	-1.7	95.1	4.6	94.9	-0.4
CCCOc1ccc(C=Nc2ccc(OC)c(S(=O)(=O)N3CCOCC3)c2)c(O)c1	101.3	81.4	95.4	1.7	92.7	-2.1	94.0	-7.8
COc1ccc(NS(=O)(=O)c2ccc(OCC(=O)N3CCOCC3)cc2)cc1Cl	99.9	95.8	101.2	-1.0	97.4	5.5	101.4	8.5
CC1CCc2cc(F)ccc2N1C(=O)c1cccs1 (configuration not stated)	97.9	94.8	102.5	0.7	100.6	8.8	98.5	4.3
Cc1cc(-c2nnc(SCC(=O)Nc3ccc(F)cc3)n2N)n[nH]1	101.8	97.5	111.8	2.9	102.7	0.6	100.7	-3.5
NC(=O)CN1CCN(S(=O)(=O)c2ccc(Br)cc2)CC1	96.0	106.9	106.1	2.6	105.0	-2.8	103.7	-7.0
Nc1c(C(=O)OCC2CCCO2)c2nc3ccccc3nc2n1C1CCCC1 (configuration not stated)	90.0	91.8	95.5	11.7	84.9	9.2	92.6	0.2
Cc1cccc2sc(N(CCN3CCOCC3)C(=O)CCS(=O)(=O)c3ccccc3)nc12	102.5	104.0	101.0	3.6	105.2	9.6	101.3	3.8

Not a retest: 11 of the compounds above.
SMILES	CIT2 TOR yeast	LAP4 TOR yeast	MEP2 TOR yeast	AHR act	AGP1 TOR yeast	proCasp3 act	RPL19A TOR yeast	procasp7 counter
CCn1c(=O)c([N+](=O)[O-])c(Cl)c2ccccc21	90.3	103.5	94.8	-0.4	76.3	-4.4	62.2	3.0
Cc1ccc(S(=O)(=O)NCCC(=O)Nc2ncccc2O)cc1C	96.4	102.6	98.9	2.0	106.1	11.1	98.0	3.8
COc1ccc(C(C)C)cc1S(=O)(=O)N1CCN(C)CC1	103.2	102.3	104.1	3.2	97.7	10.9	103.3	-3.8
Cc1cc(C(=O)N/N=C/c2cc(Br)cc(Br)c2OC(=O)c2cccc(F)c2)n[nH]1	96.2	104.2	93.2	29.7	104.9	13.2	100.8	1.5
Cc1ccc(/C=C2\SC(=S)N(CC3CCCO3)C2=O)o1 (configuration not stated)	112.6	171.4*	108.1	-2.8	107.8	-9.2	102.0	-6.6
Cc1ccc(C)n1-c1ccc(C(=O)NC2CCN(Cc3ccccc3)CC2)cc1	98.0	88.6	99.5	-0.9	89.5	5.6	94.8	2.1
CS(=O)(=O)NCCSCc1ccco1	102.0	103.1	102.5	-1.3	104.5	1.4	100.2	-16.6
COc1ccc2c(c1)sc(=N)n2CC(=O)Nc1cc(C)cc(C)c1	101.5	101.2	99.0	2.5	105.7	-13.2	98.9	-3.1
O=C(CSc1nc2ncccc2[nH]1)NCc1ccco1	115.6	120.3	122.0	0.0	116.8	-9.7	111.2	-16.5
O=C(CN1CCOCC1)N1CCN(S(=O)(=O)c2ccccc2)C1c1ccccc1 (configuration not stated)	96.8	85.8	94.0	-1.7	95.1	4.6	94.9	-0.4
CCCOc1ccc(C=Nc2ccc(OC)c(S(=O)(=O)N3CCOCC3)c2)c(O)c1	101.3	81.4	95.4	1.7	92.7	-2.1	94.0	-7.8
